Rac1 wt GTP bind – wildtype Rac1 GTP binding modulators, primary screen, biochemical, GST-Rac1 beads, flow cytometry, multiplex | GTP binding activity (% of control), % at 10 µM | hit rate 0.27% among 190,000 | AID 757, 2007 | fluorescent GTP binding; actives lie on both sides; 0 = cold GTP competed, 100 = untreated | Ras-related C3 botulinum toxin substrate 1 (Homo sapiens), P63000;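 active = GTP binding activity at least 20 points away from the 100% control level, either lower or higher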
Pf gamet viab – late stage P. falciparum gametocyte viability inhibitors, primary screen, ATP luminescence, HTS | P. falciparum stage V gametocytes, 24 h | AID 743093, 2013 | inhibition, % at 10.9 µM | hit rate 0.065% among 150,000;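 active = inhibition above the mean plus 3 SD of compounds within the control limits, set per campaign, cut at about 38% in these data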;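 also: 0% = DMSO wells and 100% = medium only without gametocytes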
Avidin fluor – green autofluorescence of compounds with avidin beads – biophysical, 488/530 nm, flow cytometry, artefact control, profiling panel. hit rate 0.38% among 220,000. fluorescence (KMESF) at 10 µM. compound fluorescence 488/530 nm; active compounds read high; in the data active = fluorescence above about 47; also: inactives centre near 10
Mcl1 Noxa PPI – Mcl-1/Noxa binding inhibitors, primary screen, biochemical, TR-FRET, 1536-well | hit rate 1.5% among 220,000 | TR-FRET Mcl-1/Noxa peptide binding, 2 h | Induced myeloid leukemia cell differentiation protein Mcl-1 (Homo sapiens), Q07820 | inhibition, % at 21.7 µM;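 active = compounds that cut the protein-peptide binding signal by more than 50% relative to plate controls in a single-dose test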;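 also: His-tagged Mcl-1 with rhodamine Noxa BH3 peptide and terbium anti-His antibody; 0% = Mcl-1 plus Noxa peptide wells and 100% = peptide-only wells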
Target sequence (Q07820 whole entry, looked up): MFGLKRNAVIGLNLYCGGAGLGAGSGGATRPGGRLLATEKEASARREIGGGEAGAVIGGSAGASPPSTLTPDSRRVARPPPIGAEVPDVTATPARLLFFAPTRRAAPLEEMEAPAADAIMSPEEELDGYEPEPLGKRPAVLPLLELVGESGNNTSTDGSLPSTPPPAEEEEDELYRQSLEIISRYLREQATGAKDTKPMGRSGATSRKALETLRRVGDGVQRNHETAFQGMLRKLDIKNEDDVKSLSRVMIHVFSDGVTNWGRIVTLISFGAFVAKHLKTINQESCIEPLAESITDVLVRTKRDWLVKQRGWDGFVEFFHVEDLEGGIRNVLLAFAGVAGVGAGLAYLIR
Mcl-1 Bim block – inhibitors of Bim peptide binding to Mcl-1, primary screen, biochemical, bead-based flow cytometry, multiplex. AID 1009, 2008. Bim peptide-Mcl-1 binding. Induced myeloid leukemia cell differentiation protein Mcl-1 (Homo sapiens), Q07820. hit rate 0.1% among 190,000. inhibition, % at 10 µM; in the data active = inhibition above about 40%;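 also: 0% = no compound tracer wells and 100% = peptide blocker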
Rab2 wt GTP – modulators of GTP binding to Rab2A wildtype, primary screen, biochemical, dog, bead-based flow cytometry, multiplex; Ras-related protein Rab-2A (Canis lupus familiaris), P61105; GST-Rab2 wt beads, Bodipy-GTP binding; GTP binding activity, % at 10 µM; hit rate 0.19% among 190,000;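 active = GTP binding activity at least 20 points away from 100%, either lowered or raised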;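 also: 0% = beads with excess unlabeled GTP and 100% = no-compound control corrected for plate trend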
Rac1 act GTP bind – GTP binding modulators of activated mutant Rac1, primary screen, biochemical, bead-based flow cytometry, multiplex, fluorescent GTP; Ras-related C3 botulinum toxin substrate 1 (Homo sapiens), P63000; GST-Rac1 activated beads; actives lie on both sides; 100% means binding = to untreated wells; percent activity (GTP binding), % at 10 µM; hit rate 0.11% among 190,000; AID 764, 2007;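 active = GTP binding at least 20 percentage points away from the 100% baseline, in either direction, so actives lie on both sides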
Mcl1-Bid inh – Mcl-1/Bid binding inhibitors, primary screen, biochemical, TR-FRET, 1536-well; inhibition, % at 21.7 µM; TR-FRET Mcl-1/Bid-Dy647 peptide binding; hit rate 0.97% among 220,000; AID 1021, 2008;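 active = compounds that cut the binding signal by more than half at the single screening dose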;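 also: His-tagged Mcl-1 with europium anti-His antibody binding Bid BH3 peptide; 0% = Mcl-1 plus peptide wells and 100% = peptide-only wells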
HRas wt GTP – modulators of GTP binding to HRas wildtype, primary screen, biochemical, bead-based flow cytometry, multiplex | GTPase HRas (Homo sapiens), P01112 | GST-Ras wt beads, Bodipy-FL-GTP binding; actives lie on both sides | GTP binding activity, % at 10 µM | hit rate 0.14% among 190,000;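 active = GTP binding activity at least 20% away from the 100% baseline, either lowered as inhibitor or raised as activator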;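 also: 0% = unlabeled GTP competition control and 100% = no-compound control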
Target sequence (P01112 whole entry, looked up): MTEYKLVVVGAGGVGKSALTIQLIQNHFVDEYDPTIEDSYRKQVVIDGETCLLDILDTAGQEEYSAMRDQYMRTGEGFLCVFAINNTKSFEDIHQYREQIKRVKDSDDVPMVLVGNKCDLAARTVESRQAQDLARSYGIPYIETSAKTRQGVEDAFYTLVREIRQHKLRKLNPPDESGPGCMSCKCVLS
Cdc42 wt – modulators of GTP binding to wildtype Cdc42, primary screen, biochemical, multiplex bead flow cytometry, Bodipy-GTP; AID 761, 2007; GST-Cdc42 beads; actives lie on both sides; percent activity (GTP binding), % at 10 µM; hit rate 0.2% among 190,000; Cell division control protein 42 homolog (Homo sapiens), P60953;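 active = percent activity GTP binding at least 20 points away from the 100% baseline, either down as inhibitor or up as activator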;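 also: median bead fluorescence of bound Bodipy-FL-GTP at 100 nM; 0% = excess unlabeled GTP control and 100% = no compound control; below 100% means less GTP binding so inhibitor and above means activator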
Target sequence (P60953 whole entry, looked up): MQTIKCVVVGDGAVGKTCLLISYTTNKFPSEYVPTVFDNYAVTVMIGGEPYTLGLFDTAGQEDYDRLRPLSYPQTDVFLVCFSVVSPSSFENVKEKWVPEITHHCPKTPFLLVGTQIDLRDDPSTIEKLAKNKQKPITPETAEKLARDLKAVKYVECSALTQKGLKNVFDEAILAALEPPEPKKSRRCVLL
Rab7 wt GTP bind – modulators of GTP binding to Rab7, primary screen, biochemical, wildtype, multiplex bead flow cytometry | Rab7 GTPase wild type (dog), Bodipy-FL-GTP binding | GST-Rab7 beads, fluorescent GTP binding; actives lie on both sides; untreated = 100%, excess cold GTP = 0% | GTP binding activity (percent of control), % at 10 µM | hit rate 0.055% among 190,000;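 active = fluorescent GTP binding to Rab7 beads changed by at least 20 points from the 100% baseline, either direction, mostly lower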;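 also: median green fluorescence of bound Bodipy-FL-GTP per Rab7 bead population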
* hit, by the source's call; . = not tested or not shown.

No.	SMILES	Rac1 wt GTP bind	Pf gamet viab	Avidin fluor	Mcl1 Noxa PPI	Mcl-1 Bim block	Rab2 wt GTP	Rac1 act GTP bind	Mcl1-Bid inh	HRas wt GTP	Cdc42 wt	Rab7 wt GTP bind
1	O=C(Nc1ncnc2sc3c(c12)CCCCC3)c1ccccc1	103	-9	10	17	0	101	98	11	100	103	100
2	Cc1cccc(C(=O)Nc2ccccc2SCC(=O)Nc2ccc(C)c(Cl)c2)c1	107	9	12	-22	-2	99	101	-12	104	106	101
3	CCOc1ccc(NC(=S)c2ccncc2)cc1	106	13	4	2	-11	98	101	-65	102	102	101
4	O=C(COC(=O)c1ccc(Cl)c(S(=O)(=O)N2CCCC2)c1)NCc1cccs1	100	.	8	4	1	99	93	-26	97	93	97
5	CCCCOC(=O)Nc1ccc(C)c(Cl)c1	102	3	15	8	-4	103	100	-6	106	107	98
6	CCC(C)(C)C1CCC(=NNC(=O)c2ccc(Br)o2)CC1 (configuration not stated)	108	-20	15	18	-1	103	101	-13	104	105	103
7	O=C(c1cc(F)ccc1F)C1CCCN(C(=O)CSc2ccccn2)C1 (configuration not stated)	96	1	9	6	-5	95	93	-28	94	98	95
8	Cc1ccc(NC(=O)CC2SC(=O)N(c3ccccc3)C2=O)cc1 (configuration not stated)	101	.	6	-3	-4	102	104	-34	99	102	93
9	Cc1cc(C(=O)N/N=C/c2cc([N+](=O)[O-])cc(C)c2O)n[nH]1	100	-51	19	-9	-6	92	96	-80	96	101	92
10	Cc1cn2nc(N)c3ccccc3c2n1	96	.	24	-2	-5	94	94	-8	94	93	95
11	CCC(CC)C(=O)Nc1c(C)n(C)n(-c2ccccc2)c1=O	100	.	4	5	2	98	100	-31	100	102	97
12	COc1ccccc1C(=O)Nc1ccc(-c2nnc(SCC(=O)O)n2C)cc1	102	-2	34	10	-2	99	99	-31	99	101	96
13	CNC(=S)NNC(=O)Cc1ccc(OC)c(OC)c1	101	.	30	45	-3	99	97	-15	101	98	102
14	Cc1ccc(NC(=O)COC(=O)C2CCC(=O)N2)c(S(=O)(=O)N2CCOCC2)c1 (configuration not stated)	100	8	7	-2	-4	100	96	-6	102	99	96
15	COC(=O)[C@@H]1C(c2ccccc2)(c2ccccc2)[C@@]1(C)C(=O)OC	104	0	11	4	-8	98	96	5	98	101	100
16	Cc1ccc(CSc2nc3ccccc3cc2C=O)cc1	98	-9	5	5	0	102	97	-9	99	99	96
17	Cc1cc(NC(=O)/C=C/c2ccco2)ccc1NC(=O)c1ccccc1	100	-17	13	18	0	99	98	-52	96	100	96
18	O=C(CCSCc1ccc(Cl)cc1)NCCC1=CCCCC1	101	.	17	8	-2	96	98	-6	99	98	98
19	Cc1ccc(CNC(=O)C2C3C=CC4(CN(Cc5cccnc5)C(=O)C24)O3)cc1 (configuration not stated)	99	.	12	6	2	102	98	-26	101	100	103
20	CC1=NN(C(=O)c2ccc(Br)cc2)C(O)(c2ccccc2)C1 (configuration not stated)	94	8	11	2	-1	92	89	10	93	92	93
21	Cc1nc2ccccc2c(=O)n1NC(=O)C1CCC(C(C)(C)C)CC1 (configuration not stated)	98	11	22	17	1	96	95	3	95	96	93
22	COc1ccc(C(=O)CSc2nnc(-c3ccc(S(=O)(=O)N4CCOCC4)cc3)o2)cc1	100	12	4	-47	9	97	95	-14	97	102	93
23	O=C1C(Nc2ccccc2)=C/C(=N/S(=O)(=O)c2cccs2)c2ccccc21	110	.	7	26	-5	101	101	-24	102	102	106
24	CCC(C(=O)O/N=C(\N)c1ccc(Cl)cc1)c1ccccc1 (configuration not stated)	100	.	26	14	-1	97	94	-7	97	96	99
25	Cc1ccc2cc3c(NC(=O)CC(C)C)nn(C)c3nc2c1	101	-1	9	21	6	100	97	12	102	100	100
26	CCOC(=O)c1[nH]c2ccc(F)cc2c1NC(=O)Nc1ccccc1OC	98	-19	10	14	0	98	94	-8	96	96	100
27	CC(C)Oc1ccc(C(=O)Nc2cc(=O)n(C)c(=O)n2C)cc1	103	.	6	6	0	97	96	-21	97	98	96
28	CS(=O)(=O)c1ccccc1C(=O)NC1CCCc2ccccc21 (configuration not stated)	102	-2	12	19	-1	98	99	9	99	99	101
29	O=[N+]([O-])c1cc(Cl)ccc1N1CCCC1	98	.	11	3	0	96	94	-40	98	96	103
30	CC(C)(C)C1CCc2c(C(=O)NNC(=O)CCC(=O)O)csc2C1 (configuration not stated)	103	.	3	104*	-6	100	97	-8	98	100	99
31	CC(C)(C)NS(=O)(=O)c1ccc(NC(=O)NC2CCCCC2)cc1	103	.	34	7	0	101	101	-6	101	104	99
32	Cc1ccc(NC(=O)C2CC=CCC2C(=O)N2CCCCC2)cc1 (configuration not stated)	89	-26	9	2	3	94	96	-2	93	92	97
33	CNc1oc(-c2cccs2)nc1S(=O)(=O)c1ccccc1	94	10	8	1	0	96	94	-18	92	95	96
34	COc1ccc(N2C(=O)CC(N3CCN(C(=O)c4ccco4)CC3)C2=O)cc1 (configuration not stated)	104	-14	19	9	-2	97	98	-40	99	98	95
35	CCC(=O)N=c1sc2c(C)cc(C)cc2n1CC(=O)OC	100	.	8	9	0	99	99	-15	100	99	97
36	CCOC(=O)c1ccc(NC(=S)NN2CCN(C)CC2)cc1	94	5	23	3	-1	94	93	-36	92	92	92
37	S=C(Nc1ccccc1Oc1ccccc1)NC1CCCC1	97	6	11	9	0	95	96	-10	96	94	95
38	Cc1cc(C)n(-c2nc3c(c(=O)[nH]c(=O)n3C)n2CC(O)COc2ccc(Cl)cc2Cl)n1 (configuration not stated)	101	.	5	9	.	98	98	9	98	97	99
39	O=C(COC(=O)C1=COCCO1)Nc1ccc(Oc2ccccc2)cc1	101	15	36	2	1	99	100	-13	98	101	96
40	COc1ccc2c(C)cc(SCn3nnc4ccccc4c3=O)nc2c1	96	-3	6	3	0	94	95	-33	96	100	97
41	Cn1nc(C(F)(F)F)c(C(=O)Nc2ccc(F)cc2F)c1Sc1cccc(C(F)(F)F)c1	100	-28	7	-8	-2	99	99	3	102	99	101
42	O=C(Nc1ccc(OC(F)(F)F)cc1)C1=NCCN1	103	-1	5	10	-2	99	100	1	99	101	93
43	COc1cccc(CNc2nc3ccccc3n2CCN2CCCCC2)c1	94	.	24	7	0	92	92	7	93	93	94
44	CCNC(=O)N1c2ccc(OCC)cc2C(C)=CC1(C)C	102	.	22	2	29	100	99	-26	99	101	103
45	CNCC(O)CN1CCN(c2ccccc2OC)CC1 (configuration not stated)	96	-35	10	19	1	98	94	-2	98	96	102
46	Cn1ncc2nc[nH]c(=O)c21	100	-5	9	14	1	98	98	-4	99	101	98
47	O=[N+]([O-])c1ccc(N2CCOCC2)cc1NCCCO	99	-4	8	23	0	101	98	-36	99	103	104
48	O=c1c(-c2ccccc2)c(O)nc2ccccn12	104	3	24	-5	-1	103	101	-19	103	105	99
49	C=C(C)c1cccc(C(C)(C)NC(=O)N(C)C2CCN(C)CC2)c1	106	-1	12	19	-2	97	95	-42	96	94	100
50	O=C1CC(c2cccs2)CC(O)=C1C=NCCN1CCNCC1 (configuration not stated)	96	5	25	-13	-2	95	93	-37	92	93	93
51	COc1cc(C2c3c(-c4ccccc4)n[nH]c3C(=O)N2c2ccccc2)ccc1O (configuration not stated)	97	0	7	4	5	97	97	-3	99	100	97

Not a retest: an excerpt of the list.
No.	SMILES	Rac1 wt GTP bind	Pf gamet viab	Avidin fluor	Mcl1 Noxa PPI	Mcl-1 Bim block	Rab2 wt GTP	Rac1 act GTP bind	Mcl1-Bid inh	HRas wt GTP	Cdc42 wt	Rab7 wt GTP bind
49	C=C(C)c1cccc(C(C)(C)NC(=O)N(C)C2CCN(C)CC2)c1	106	-1	12	19	-2	97	95	-42	96	94	100
50	O=C1CC(c2cccs2)CC(O)=C1C=NCCN1CCNCC1 (configuration not stated)	96	5	25	-13	-2	95	93	-37	92	93	93
51	COc1cc(C2c3c(-c4ccccc4)n[nH]c3C(=O)N2c2ccccc2)ccc1O (configuration not stated)	97	0	7	4	5	97	97	-3	99	100	97

Screening results: PubChem BioAssay, several laboratories
